mIAP inh: mouse IAP inhibition; AID 2806; purified mouse IAP, CDP-Star luminescence, 30 min; hit rate 0.2% among 330,000; inhibition, % at 10 µM;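 active means inhibition of at least 40% at 10 µM in the primary screen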;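 further: plate controls were DMSO with enzyme for no effect and no enzyme wells for full effect; values of inactives mirror those of a sister screen read the other way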
mIAP act: mouse IAP activation; hit rate 0.24% among 330,000; muIAP, CDP-Star luminescence, 30 min; active compounds read high; 1 = vehicle-only enzyme signal, 0 = enzyme-free wells; activation factor at 10 µM; AID 2805;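 active means activation factor of at least 2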; further: the source names both 10 and 20 µM as test concentration; values of inactives mirror those of a sister screen read the other way
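also added = chemiluminescent substrate CDP-Star | test system = mouse IAP enzyme | signal = chemiluminescence readout | compound = DMSO-dissolved test compounds | incubation = 30 min at room temperature | benchmarks = DMSO wells, no-enzyme wells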
hIAP block: human IAP inhibition; P09923; purified IAP, CDP-Star luminescence, 30 min; inhibition, % at 10 µM; hit rate 0.12% among 330,000; AID 2544;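 active means inhibition reaching a set limit with compound at 10 µM in the primary screen, cut at about 35% in these data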;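 further: plate controls were DMSO wells with enzyme for no effect and no-enzyme buffer wells for full effect; values of inactives mirror those of a sister screen read the other way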
Target sequence (P09923 whole entry, looked up): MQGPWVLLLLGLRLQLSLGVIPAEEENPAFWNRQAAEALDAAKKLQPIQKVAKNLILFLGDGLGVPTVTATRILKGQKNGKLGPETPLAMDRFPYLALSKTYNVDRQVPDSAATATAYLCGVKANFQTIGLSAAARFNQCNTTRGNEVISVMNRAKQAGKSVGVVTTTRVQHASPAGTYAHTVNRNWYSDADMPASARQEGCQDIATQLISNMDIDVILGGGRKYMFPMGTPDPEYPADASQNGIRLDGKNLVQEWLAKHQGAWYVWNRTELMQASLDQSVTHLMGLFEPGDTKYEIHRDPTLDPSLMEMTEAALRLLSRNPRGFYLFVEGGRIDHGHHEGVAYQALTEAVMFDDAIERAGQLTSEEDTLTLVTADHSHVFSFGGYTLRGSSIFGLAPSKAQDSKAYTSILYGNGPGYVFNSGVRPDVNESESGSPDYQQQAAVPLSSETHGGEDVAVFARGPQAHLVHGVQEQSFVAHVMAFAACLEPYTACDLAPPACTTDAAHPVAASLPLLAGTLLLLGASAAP
NLRP3 yeast inh: NALP3 inhibition in yeast; inhibition, % at 10 µM; hit rate 0.39% among 330,000; AID 2825; Yeast reconstituted NLRP3/ASC/caspase-1, beta-gal luminescence, 24 h;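 active means inhibition of 50% or more; inactive means inhibition below 50%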;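 further: plate controls were induced DMSO wells for no effect and uninduced yeast grown without galactose for full effect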
TIM10 inh: inhibits growth of TIM10 yeast strain; S. cerevisiae TIM10 strain growth, BacTiter-Glo luminescence, 24 h; inhibition, % at 10 µM; hit rate 1.4% among 330,000; AID 463195;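 active means inhibition of 40% or more at the single tested concentration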;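 further: wild-type TIM10 isogenic control strain grown at permissive 25 °C; 0% = DMSO yeast wells and 100% = minimal medium wells without yeast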
tim10-1 inh: inhibits growth of tim10-1 mutant yeast | S. cerevisiae tim10-1 ts strain growth, BacTiter-Glo, 24 h | inhibition, % at 20 µM | hit rate 2.2% among 330,000 | AID 463190;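 active means inhibition of at least 40%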;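 further: mutant grown at 25 °C; 0% = DMSO wells with yeast and 100% = wells holding no yeast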
beta cell repl: MIN6 beta-cell proliferation induction. MIN6 cells proliferation, ATPlite luminescence, 48 h; cells starved in 0.2% serum; 100% = growth in 10% serum. proliferation, % at 10 µM. hit rate 0.29% among 330,000;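 active means compounds whose signal lies at least 3.5 SD above the mean of all wells on their plate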;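 further: 0% = DMSO-treated cells in low-serum medium and 100% = 10% serum control; some compounds called inactive have numbers as strong as hits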
APOBEC3G inh: inhibitors of human APOBEC3G DNA deaminase. recombinant A3G, ssDNA deamination FAM/TAMRA fluorescence. Q9HC16. inhibition, % at 20 µM. AID 493012. hit rate 0.28% among 330,000;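 active means inhibition of at least 40% at 20 µM, with no more than 30% in the related APOBEC3A deaminase screen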;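 further: plate controls were DMSO wells with A3G for no effect and wells lacking A3G enzyme for full effect; some compounds called inactive have numbers as strong as hits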
Target sequence (Q9HC16 whole entry, looked up): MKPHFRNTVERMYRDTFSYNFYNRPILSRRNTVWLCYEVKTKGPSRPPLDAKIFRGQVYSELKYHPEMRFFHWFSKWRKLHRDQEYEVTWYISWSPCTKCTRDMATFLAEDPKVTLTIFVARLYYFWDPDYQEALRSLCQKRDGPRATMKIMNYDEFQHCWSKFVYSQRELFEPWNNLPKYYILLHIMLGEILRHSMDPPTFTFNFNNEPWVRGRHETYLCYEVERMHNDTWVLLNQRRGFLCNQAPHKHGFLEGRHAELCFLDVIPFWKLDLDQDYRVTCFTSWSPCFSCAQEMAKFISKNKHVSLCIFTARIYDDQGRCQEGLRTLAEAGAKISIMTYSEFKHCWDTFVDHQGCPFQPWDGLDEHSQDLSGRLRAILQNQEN
APOBEC3A inh: blocks human APOBEC3A ssDNA deamination | P31941 | hit rate 0.41% among 330,000 | AID 493011 | inhibition, % at 20 µM | recombinant A3A, FAM/TAMRA ssDNA deamination fluorescence;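 active means at least 40% inhibition at 20 µM here, with at most 30% in a related deaminase screen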;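 further: plate controls were A3A with DMSO for no effect and wells lacking A3A enzyme for full effect; some results filed as inactive read as strong as hits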
Target sequence (P31941 whole entry, looked up): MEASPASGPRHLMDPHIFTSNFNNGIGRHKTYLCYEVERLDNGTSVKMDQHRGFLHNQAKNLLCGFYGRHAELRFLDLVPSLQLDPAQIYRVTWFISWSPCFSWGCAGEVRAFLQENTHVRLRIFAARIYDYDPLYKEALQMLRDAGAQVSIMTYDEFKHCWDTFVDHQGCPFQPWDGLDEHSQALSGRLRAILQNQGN
Numbers without * were called inactive.

SMILES	mIAP inh	mIAP act	hIAP block	NLRP3 yeast inh	TIM10 inh	tim10-1 inh	beta cell repl	APOBEC3G inh	APOBEC3A inh
O/N=C1/CCSc2ccccc21	0	1	4	2	-4	2	-2	-1	3
CC(=O)COc1ncnc2c(Cl)cc(Cl)cc12	-8	1.1	5	-1	8	8	-3	-6	-3
CCOc1ccccc1NC(=O)C(OC(=O)c1ccc(N(C)C)cc1)c1ccccc1 (stereo not drawn)	3	0.97	-4	4	2	3	-2	-6	-3
CCC1CCCCN1C(=O)c1c[nH]c2ccc(S(=O)(=O)N(C)c3ccc(Cl)cc3)cc2c1=O (stereo not drawn)	-2	1	8	27	-4	27	-4	2	-5
CCc1nc(C)cc2c1sc1ccccc12	-4	1	-4	30	23	18	1	-8	-5
CC(=O)Nc1ccc(NC(=O)CSc2ccc3nnc(-c4cccnc4)n3n2)cc1	4	0.96	-1	-1	7	5	4	-2	3
O=C(c1c(F)cccc1F)N1CCN=C1SCc1ccccc1	1	0.99	0	20	-12	-1	2	-6	-7
Clc1ccc2c(c1)Nc1ccccc1CC2	-9	1.1	16	35	7	24	0	-5	-1
CC(NC(=O)C1CCC(CNS(=O)(=O)c2ccccc2)CC1)c1ccccc1 (stereo not drawn)	0	1	-2	10	12	-5	-4	-3	-3
Cc1cc(C)c2nc(Cl)c(Cl)nc2c1	-5	1	-14	1	0	-8	2	-9	-5
Cc1nc2cc(NS(=O)(=O)c3ccc(Br)cc3)ccc2n1C	2	0.98	-2	14	-2	-1	4	-17	-3
CCC(c1nnc(SCC(=O)NC23CC4CC(CC(C4)C2)C3)o1)N(C)C (stereo not drawn)	-2	1	0	21	-3	16	-3	21	-1
C=CCc1ccccc1OCC(=O)NNC(=S)NCc1ccccc1	8	0.92	-43	17	15	17	-5	0	-5
CN(C(=O)c1ccccc1C(=O)OCC(=O)Nc1ccc(S(N)(=O)=O)cc1)c1ccccc1	13	0.87	0	15	-5	-3	3	-5	19
CCCCC1=CC2=C(c3ccco3)C(=O)C(C)(OC(=O)c3ccc(OC)cc3)C(=O)C2=CN1Cc1ccc(OC)cc1 (stereo not drawn)	5	0.95	5	5	-7	-6	-5	-4	2
NC(N)=Nc1nc2ccc([N+](=O)[O-])cc2[nH]1	20	0.8	-20	2	-9	6	-4	-4	1
Cc1ccc(/C=C(\C#N)C(=O)Nc2c(C)cccc2C)s1	6	0.94	-7	25	25	32	-1	-7	-5
CN(C(=O)CN1C(=O)S/C(=C\c2ccccc2Cl)C1=O)C1CCS(=O)(=O)C1 (stereo not drawn)	4	0.96	-32	4	10	21	-1	-5	-5
O=C(CSc1nnc(-c2ccco2)o1)NC1CCCCCC1	3	0.97	-9	9	4	18	-2	-3	5
C/C(N)=C(/C#N)C(=O)CSc1nncn1-c1ccccc1	0	1	25	-9	5	14	0	-7	-3
Cn1c(=O)c(C(=O)COC(=O)c2cc(-c3ccco3)nc3ccccc23)c(N)n(CC2CC2)c1=O	16	0.84	16	10	4	13	-9	28	47*
CCc1cc(Cn2nc(-c3ccccc3)cc2C(=O)NCCOC)on1	-4	1	-2	2	-4	-7	0	-8	-3
O=C(NNc1nc2c(F)cc(F)cc2s1)c1ccccc1	0	1	-59	14	26	1	0	-8	-5
Cc1cc(S(=O)(=O)c2cc3ccc(O)c(C)c3oc2=O)ccc1F	-27	1.3	-69	-39	11	-10	-3	-8	-5
CCN(C(=O)CN1C(=O)/C(=C/c2ccccc2)SC1=S)C1CCS(=O)(=O)C1 (stereo not drawn)	14	0.86	6	23	2	3	-5	7	-3
COCCN(C(=O)COC(=O)CNC(=O)c1cccs1)c1c(N)n(Cc2ccccc2)c(=O)[nH]c1=O	0	1	-4	15	1	8	-3	9	53*
O=C(CSc1oc(-c2ccco2)nc1S(=O)(=O)c1ccc(F)cc1)NCC1CCCO1 (stereo not drawn)	5	0.95	-3	-7	-6	2	-1	-8	-4
CC1(C)C(=O)Nc2ccccc2N1C(=O)COc1ccc(C#N)cc1	11	0.89	-11	2	1	-11	-1	2	11
CCOc1ccc(NC(=O)c2cc3c(=O)n(C)c4ccccc4c3n2C)cc1	10	0.9	19	8	11	5	0	-3	-2
CCCCNC(=O)c1cc2ccccc2s1	0	1	-9	31	0	-10	-2	-2	5
O=C1C(=O)N(CCCn2ccnc2)C(c2cccc(Br)c2)/C1=C(\O)c1ccc2c(c1)OCCO2 (stereo not drawn)	2	0.98	-10	-8	6	11	-4	-2	-4
O=C(CCN1CCN(c2ccccc2F)CC1)Nc1ccc2c(c1)OCO2	-6	1.1	0	12	-6	10	-3	2	-3
COc1cccc(-c2nc(CS(=O)(=O)CC(=O)Nc3ccc(C(C)=O)cc3)c(C)o2)c1	9	0.91	2	5	-8	23	-3	-3	0
O=C(Cc1ccc(-n2cccc2)cc1)NC1CCCCCC1	-9	1.1	-6	18	15	29	-1	6	12
O=C(NC1CCN(C(=O)Nc2ccccc2Cl)CC1)c1ccco1	0	1	-11	7	7	-9	-1	-5	-1
COc1ccc(N=c2cc(-c3ccc(O)cc3)oc3ccccc23)cc1	9	0.91	0	7	31	40	-6	-3	0
COc1ccc(-c2cnc(SCC(=O)Nc3ccc4c(c3)OCO4)n2Cc2ccco2)cc1	-1	1	17	-5	29	36	-4	9	-2
CCCC[C@@H]1CCCO[C@@](C(=O)NCc2ccccn2)(C(F)(F)F)C1	-1	1	23	16	9	25	2	-7	-4
CC(c1ccccc1)N1C(=O)CC(Sc2ncccc2C(=O)O)C1=O (stereo not drawn)	6	0.94	14	10	4	-5	-2	-1	-2
CCC(C)c1ccccc1N1CC(C(=O)NCCCn2nc(C)cc2C)CC1=O (stereo not drawn)	-10	1.1	17	16	5	6	-3	-2	5
O=C(O)/C(CC(=O)c1ccc(Cl)cc1)=N/Nc1ccc([N+](=O)[O-])cc1[N+](=O)[O-]	4	0.96	25	25	7	22	0	-4	-4
c1cncc(-c2nc(NCc3cccs3)c3ccccc3n2)c1	-8	1.1	0	15	8	23	0	0	0
O=C(CSCc1ccccc1)Nc1ccccc1	-2	1	1	14	-4	17	0	-5	0
Cn1c(=O)oc2cc(S(=O)(=O)N3CCCC(C(=O)NCCN4CCOCC4)C3)ccc21 (stereo not drawn)	6	0.94	-4	8	-7	3	-2	-1	2
CC(=O)c1ccc(COC(=O)Cc2ccc([N+](=O)[O-])cc2)cc1	-2	1	-1	15	3	8	1	-8	-1

Reformatted: entries from further up
structure: O=C1C(=O)N(CCCn2ccnc2)C(c2cccc(Br)c2)/C1=C(\O)c1ccc2c(c1)OCCO2 (stereo not drawn)
  mIAP inh = 2
  mIAP act = 0.98
  hIAP block = -10
  NLRP3 yeast inh = -8
  TIM10 inh = 6
  tim10-1 inh = 11
  beta cell repl = -4
  APOBEC3G inh = -2
  APOBEC3A inh = -4
structure: O=C(CCN1CCN(c2ccccc2F)CC1)Nc1ccc2c(c1)OCO2
  mIAP inh = -6
  mIAP act = 1.1
  hIAP block = 0
  NLRP3 yeast inh = 12
  TIM10 inh = -6
  tim10-1 inh = 10
  beta cell repl = -3
  APOBEC3G inh = 2
  APOBEC3A inh = -3
structure: COc1cccc(-c2nc(CS(=O)(=O)CC(=O)Nc3ccc(C(C)=O)cc3)c(C)o2)c1
  mIAP inh = 9
  mIAP act = 0.91
  hIAP block = 2
  NLRP3 yeast inh = 5
  TIM10 inh = -8
  tim10-1 inh = 23
  beta cell repl = -3
  APOBEC3G inh = -3
  APOBEC3A inh = 0

(further entries)
SMILES	mIAP inh	mIAP act	hIAP block	NLRP3 yeast inh	TIM10 inh	tim10-1 inh	beta cell repl	APOBEC3G inh	APOBEC3A inh
COc1ccccc1NC(=O)Nc1cc(F)ccc1F	-2	1	8	13	46*	29	-2	1	-3
O=C(COC(=O)c1ccc(NS(=O)(=O)c2cccs2)cc1)NCC1CCCO1 (stereo not drawn)	2	0.98	5	3	-4	-5	0	-1	6
O=C(NC1CCCC1)C1(c2ccccc2)CCN(S(=O)(=O)c2ccccc2)CC1	-4	1	-11	12	24	22	1	-1	1
Clc1ccc(CNCc2cccs2)cc1Cl	-2	1	-19	6	-5	35	0	-11	-8
O=C(NCC1CCCO1)c1ccc(NC(=O)c2cccc(Cl)c2)cc1 (stereo not drawn)	4	0.96	3	10	-9	-12	-1	-3	0
O=C(NCCc1ccccc1)C(=O)NCC(c1ccco1)N1CCOCC1 (stereo not drawn)	-16	1.2	-7	10	-4	9	-3	-7	-8
CC1Sc2ccc(S(=O)(=O)N3CCC(C(=O)Nc4cccc(Cl)c4)CC3)cc2NC1=O (stereo not drawn)	-88	1.9	-33	4	-2	14	-7	-5	-2
Cc1cccn2cc(CNS(=O)(=O)c3ccc4ccccc4c3)nc12	4	0.96	-31	14	5	-3	3	-5	-3
CC(C(=O)NCCN1C(=O)S/C(=C\c2cccs2)C1=O)N1C(=O)c2ccccc2C1=O (stereo not drawn)	6	0.94	-8	2	6	8	-1	-4	1
COc1ccc(-c2csc(/C(C#N)=C\c3cccc([N+](=O)[O-])c3)n2)cc1	-4	1	20	-11	-4	-9	-4	-2	1
Cc1ccc(NC(=O)CN2CCC(C(=O)c3ccc(F)cc3)CC2)cc1	-1	1	-8	14	-11	24	-3	-2	2
COC(=O)c1[nH]c2ccc(Br)cc2c1NC(=O)CN1CCCCC1CCO (stereo not drawn)	0	1	-1	5	5	17	5	-5	-2
CCNS(=O)(=O)c1ccc(NS(C)(=O)=O)cc1	8	0.92	24	-4	0	3	1	-8	-3
O=C(c1ccc(F)cc1)N1CCC(C(=O)N(Cc2ccccc2)c2ccccc2)CC1	0	1	28	7	21	24	6	-8	-3
Cc1ccc(Nc2nc3ccccc3n3cnnc23)cc1Cl	-1	1	10	15	-3	23	-3	4	-1
COC(=O)CCC(=O)OC1(C)C(=O)C2=CN(CC3CC3)C(c3ccc(OC)cc3)=CC2=C(Br)C1=O (stereo not drawn)	5	0.95	12	25	-11	10	-3	12	4
CCC(O)c1c(-c2ccccc2)nn(C)c1Cl (stereo not drawn)	11	0.89	13	1	-2	30	1	-3	-1
COc1cccc(/C=N/n2c(CO)nc3ccccc32)c1OC	3	0.97	-12	5	1	34	-1	-11	-4
CC(C)(C)OC(=O)C[C@H]1C/C=C\C[C@@H](CC(=O)N[C@H](CO)Cc2ccccc2)C(=O)NC[C@@H](c2ccccc2)OC1=O	-21	1.2	0	4	3	-1	2	-7	-3
O=c1[nH]c(-c2ccc3c(c2)OCO3)nc2c1sc(=S)n2-c1ccccc1	-1	1	4	-6	20	11	-1	-2	-4
Oc1cccc2ccc(/C=C/c3ccccc3Br)nc12	11	0.89	-19	34	-1	18	-5	-4	0
CC(=O)N1CCCc2cc(S(=O)(=O)N(C)Cc3ccccc3)ccc21	5	0.95	-6	4	11	25	0	1	0
N#Cc1cnn(-c2ccccc2)c1NC(=O)CN1CCN(c2ccccc2)CC1	1	0.99	3	5	-9	-9	-2	3	1
Cc1cccc(COc2ccccc2/C=N/Nc2ccc([N+](=O)[O-])cc2)c1	21	0.79	24	19	5	10	-6	-9	-3
CCc1c(C(=O)Nc2ccc(OC)cc2)[nH]c(C)c1C(C)=O	-7	1.1	13	10	15	26	-3	-8	-3
O=C(Nc1ccc2c(c1)OCCO2)c1cccc(Cl)c1	-12	1.1	-7	53*	33	-6	-2	-1	-7
CCNC(=O)COc1ccc(S(=O)(=O)Nc2ccccc2)cc1	2	0.98	1	10	21	6	-4	-2	-1
OC(COCc1ccccc1)Cn1cnc2ccccc21 (stereo not drawn)	-6	1.1	-2	12	-12	15	-3	-1	3
NC(=S)Nc1cccc2cc3ccccc3cc12	16	0.84	12	26	40*	40*	-6	12	-3
Cc1ccc(OCCCCNC2CCCCC2)c(C)c1	3	0.97	5	24	20	8	-3	-7	-2

Source: PubChem BioAssay

No enrichment for hits; 4.6% or so of the library scored in one or more.
